PriA SSB inh – blocks PriA binding to SSB C-terminal tail; inhibition, % at 33 µM; AlphaScreen SSBct-PriA binding, biotinylated peptide; actives 0.6% (n = 430,000); in the data active = inhibition mostly above about 37%, no sharp cut-off; inactive = mostly below about 20%;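 also: plate controls were negative control peptide for no effect and reference peptide for full effect; strong numbers were not always called active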
Active calls of the source: *; & = joins results of further samples. An excerpt, so the mix of outcomes need not match the whole.

SMILES | PriA SSB inh
O=S(=O)(c1ccc(F)cc1F)N1CCN(c2ccc(-n3cccn3)nn2)CC1 | -7
COc1ccc(Br)cc1C(=O)NN=Cc1ccc2c(c1)n(C)c(=O)n2C | -5
O=S(=O)(c1ccc2c(c1)CCCC2)N1Cc2cnc(N3CCOCC3)nc2C1 | 3
CCCNC(=O)Cn1nc2c(c1NC(=O)C(C)(C)Oc1ccc(Cl)cc1)CSC2 | -6
Cc1c(C(=O)Nc2c(N)nc(SCc3ccc(Cl)cc3Cl)[nH]c2=O)cccc1[N+](=O)[O-] | 0
CC(=O)Nc1ccc(SCC(=O)Nc2nc3ccccc3s2)nn1 | -3&-2
Cn1c(-c2ccc(Cl)cc2)cnc1SCC(=O)Nc1ccc2c(c1)OCCO2 | -11
CCOc1ccc(-c2ccc(SCC(=O)Nc3ccc([N+](=O)[O-])cc3)nn2)cc1 | 4
CCN(CC)C(=O)COc1ccc(C(C)=NNc2ncc(Cl)cc2Cl)cc1 | -8
CN1CCC(NCc2ccco2)C1=O (configuration not stated) | 2
O=C(Cc1ccccc1)Nn1c(SCc2cc(=O)n3ccccc3n2)nc2ccccc2c1=O | -7&8
COCC(=O)NCc1nnnn1-c1ccc(Cl)cc1 | -22
O=C(c1ccc(S(=O)(=O)N2CCCC2)cc1)N1CCCC[C@H](c2ccc(F)cc2)C1 | 1
COc1cc(OC)nc(Oc2cc(C=NO)ccc2OC)n1 | 3
Fc1ccc(F)c(CN2CC(c3nc(C4CC4)no3)C2)c1 | -8
COc1ccc(-c2cc3ccc(OC(=O)N4CCOCC4)cc3oc2=O)cc1OC | 1
COc1cccc(N2C[C@H](CNS(=O)(=O)c3ccc4ccccc4c3)OC2=O)c1 | 3
Cc1nc2ccc3nc(NC(=O)c4ccno4)sc3c2s1 | 0
CN1C(=O)Cc2cc(NS(=O)(=O)c3ccccc3Cl)ccc21 | 10
O=C(Cc1noc2ccccc12)NCCCn1ccc2cccnc21 | 7
O=C(c1cccc(-n2cccn2)c1)N1CCc2nc3ccccn3c(=O)c2C1 | -15
Cc1nc2sccn2c1-c1nnc(SCC(=O)NC[C@H]2CCCO2)n1C | -11
C=CCN1C(=O)C(C)(C)COc2ccc(NS(=O)(=O)CCc3ccccc3)cc21 | -3&12
CC1(C)COc2ccc(NC(=O)c3ccco3)cc2NC1=O | 9&13
COc1ccccc1C(=O)N1CCC(n2ccnn2)CC1 | -24
O=C(O)CCC(=O)Nc1ccccc1F | -1
O=c1[nH]c(O)c(C=Nc2nccs2)c(=O)[nH]1 | 7
O=C(NCCc1ncc(-c2ccco2)[nH]1)c1ccno1 | 0
CSc1ccccc1NC(=O)c1cc(C)no1 | -1
O=C(c1cc2ccccc2s1)N1C2C=CCC1CC2 (configuration not stated) | -7
C#CCn1c(=NC(=O)CSCC(=O)N2CCOCC2)sc2cc(Cl)ccc21 | -57
COc1cccc(-c2nc(Cn3c(=O)n(C(C)C)c(=O)c4ccccc43)c(C)o2)c1OC | -33&21
Cc1ccc(NC(=O)c2cc(C)nn2C)c(C(=O)c2ccccc2)c1 | 1
Cc1nc2scc(C)n2c(=O)c1NC(=O)Cc1ccc(Br)cc1 | -11&-5
O=C(Nc1ccccc1[N+](=O)[O-])C1CCCN(c2ccc(-c3ccccc3)nn2)C1 (configuration not stated) | 12
Cc1nc(SCC(=O)c2ccc(Cl)s2)c2c(C)c(C)sc2n1 | -2
Cc1c(NN=C(C#N)C(=O)c2ccc(Cl)cc2)c(=O)n(-c2ccccc2)n1C | 56
Clc1ccccc1[C@H]1NCCS1 | -5
CCOC(=O)N1CCC(NC(=O)Cc2csc(Nc3cccc(Cl)c3)n2)CC1 | -2
Cc1cccc(-n2ncc3c(=O)n4c(nc32)SCC4CC(=O)NCCCn2ccnc2)c1 (configuration not stated) | -6
CCN=C1SC(CC(=O)Nc2ccccc2SC)C(=O)N1CC (configuration not stated) | -13
Cc1cc(CCNC(=O)c2cc(-c3ccco3)[nH]n2)on1 | -11
CCN1C(=O)Cc2cc(NC(=O)c3ccccc3F)ccc21 | 12
CC(C)(C)OC(=O)NN=Cc1ccc(OC(=O)c2ccco2)cc1 | -8
CCSc1ccccc1NC(=O)C1COc2ccccc2O1 (configuration not stated) | -106
O=C(Nc1c(F)cccc1F)N1CCOC2(CCOCC2)C1 | -36
O=C(CN1C(=O)COc2ccccc21)Nc1ccc(OC(F)(F)F)cc1 | 49
COc1ccccc1C=NNC(=O)c1nnn(-c2nonc2N)c1CN(C)c1ccccc1 | 13
COc1ccc(C(C)=NNS(C)(=O)=O)c(OC)c1 | -33
O=C1CCC(C(=O)N2CCc3nc4ccc(Cl)cn4c(=O)c3C2)=NN1 | -10
Cc1cc(-n2nnc(C(=O)N3CCSCC3)c2C)ccc1F | -17
O=C(Cn1cnc(-c2ccccc2)cc1=O)N1CCN(c2cccc(C(F)(F)F)c2)CC1 | -8
Cc1noc(C)c1CN1CCN(C(=O)c2ccc(=O)oc2)CC1 | -2
Cc1ccc(/C=C/S(=O)(=O)N2CCN(c3cc(-n4cncn4)ncn3)CC2)cc1 | -21
Cc1noc(-c2sccc2NC(=O)c2cccc(C(F)(F)F)c2)n1 | -2
O=S(=O)(NCc1ccccn1)c1ccc(Oc2ccccc2Cl)cc1 | 4
Cc1nn(-c2nc(-c3ccc(F)cc3)cs2)c(C)c1CCC(=O)O | -6
O=C(Cc1cccs1)Nc1nc(C(=O)N2CCN(C(=O)c3ccco3)CC2)co1 | -6
O=c1ccc(-c2cccc(Br)c2)nn1Cc1ccccn1 | -5&6
CCc1c(C#N)c(SCC(=O)Nc2ccc(-c3nc4ccccc4s3)cc2)nc2c1C(=O)CC(C)(C)C2 | -5

Next part
SMILES | PriA SSB inh
COc1cccc(NC(=O)c2oc3ccccc3c2NC(=O)c2ccc(C(C)(C)C)cc2)c1 | -3
CCOc1ccc(N=C2NC(=O)C(CC(=O)NC(N)=O)S2)cc1 (configuration not stated) | -8
O=S(=O)(NCCOc1ccc(F)cc1)c1ccccc1C(F)(F)F | -4
CCOc1ccccc1NC(=O)Cc1cc(=O)oc2cc(C)ccc12 | 3
O=C(NN=Cc1ccc(N2CCOCC2)o1)c1ccccc1[N+](=O)[O-] | -4
O=C1CN(Cc2ccccc2Cl)S(=O)(=O)c2ccccc2N1Cc1ccccc1 | 2
CC1=C(C(=O)OCc2ccccc2)C(c2ccccn2)n2nnnc2N1 (configuration not stated) | -6
O=C(CN1CCN(C(=O)N2CCOCC2)CC1)Nc1ccc(Cl)c(Cl)c1 | -1
CN(C)c1ccc(C2N(Cc3ccccc3)CCN2Cc2ccccc2)cc1 | -6
CS(=O)(=O)NCC(c1ccco1)N1CCc2ccccc2C1 (configuration not stated) | 6
O=C(NCCc1csc(-n2cccn2)n1)NCc1cccs1 | -4
Cc1ccc2c(c1)C(=NN1C(=O)c3ccccc3C1=O)C(=O)N2 | -12
O=C(Nc1nnc(-c2cc(Cl)sc2Cl)o1)c1cccc(C(F)(F)F)c1 | 12
O=C(O)CC1S/C(=N\N=C/C2CC=CCC2)NC1=O (configuration not stated) | -9
O=C(CN1CCN(Cc2nc3ccccc3[nH]2)CC1)Nc1nc2ccccc2s1 | -3
CCCCCCc1cc2cc(-c3nnc(-c4ccc(C)cc4)o3)c(=O)oc2cc1O | -4
CN(C)C(CNC(=O)c1ccc(Cl)c(Cl)c1)c1ccsc1 (configuration not stated) | 2
COc1ccc(C=NNC(=O)c2ccc3c(c2)NC(=O)C(C)(C)O3)cc1OC | -5
O=C1CCc2cc(NC(=O)c3cc(Cl)ccc3[N+](=O)[O-])ccc2N1 | 35
Oc1ccc(Br)cc1/C=N/Nc1nc2ccccc2[nH]1 | 16
COC1CCN(C(=O)Cc2ccc(-c3ccccc3)cc2)CC1 | 0
CC(C)COC(=O)Nc1nc(CC(=O)NCc2ccccc2)cs1 | 3
O=c1[nH]c2cc(S(=O)(=O)N3CCC4(CC3)OCCS4)ccc2o1 | -14
CC(C)OCC(O)Cn1c(N/N=C\c2cccnc2)nc2c1c(=O)n(C)c(=O)n2C (configuration not stated) | -20
Cc1ccc(NC(=O)CSc2nnc(CNC(=O)c3c(F)cccc3Cl)o2)c(C)c1 | -11
Sc1n[nH]c(-c2ccccn2)n1 | 113*
O=S(=O)(Cc1ccc(Cl)cc1)NCC1(c2ccccc2)CCOCC1 | 3
CCOc1nc(C)c(NC(=O)Nc2ccccc2CC)c(C)n1 | -19
Cc1ccc(NC(=O)Cn2nc(C3CCCN(S(C)(=O)=O)C3)n(C)c2=O)cc1Cl (configuration not stated) | -10
COc1ccc(CCNC(=O)c2cnc3c(c(C)nn3-c3ccc(F)cc3)c2Cl)cc1 | -3
CC(=O)c1ccc(NC(=O)c2ccc3c(c2)C(=O)N(c2cccc(C)c2C)C3=O)cc1 | -10
Cc1ccc(-c2csc3nc(SCC(=O)c4cc(C)n(-c5ccccc5)c4C)n(-c4ccccc4)c(=O)c23)o1 | 2
CC1SC(=NN=Cc2ccco2)NC1=O (configuration not stated) | -7
COc1ccc(S(=O)(=O)CCC(=O)N(CCN(C)C)c2nc3cc(C)cc(C)c3s2)cc1 | 14
CN(C)c1cccc(C(=O)NCC(C)(O)Cc2ccco2)c1 (configuration not stated) | -1
Cc1nn(C)c(C)c1S(=O)(=O)NCc1nn(C)c2c1COCC2 | -5
O=[N+]([O-])c1ccccc1NN=Cc1ccccc1Cl | -9
CC(C)N(C(=O)Cn1c(-c2ccco2)nc2ccccc21)c1ccccc1 | -15
CC(=O)Nc1ccc(S(=O)(=O)Nc2ccc3c(c2)N(C(=O)c2cccs2)CC3)cc1 | 6
CCOC(=O)c1cc(-c2ccccc2)sc1NC(=O)CSc1nc(C)nc2sc(-c3ccccc3)cc12 | -4
O=C(NCc1ccccc1)Nc1ccc2c(c1)N(S(=O)(=O)c1cccs1)CCC2 | -4
COc1ccc(-c2csc3c(=O)n(CC#N)cnc23)cc1OC | -14
Cn1nc2c(c1NC(=O)C1CCN(S(=O)(=O)c3cccs3)CC1)CCC2 | -12
Cc1ccc(N2CCn3c2nnc(C(=O)NCCCn2ccnc2)c3=O)cc1 | -6
COc1ccc(NC(=O)CSc2ncc(-c3ccc(C)c(C)c3)o2)c(OC)c1 | -18
O=C(O)CCCCCN1C(=O)C(=O)C(=C(O)c2ccccc2)C1c1ccccc1 (configuration not stated) | -1
CC(=O)C(C)Sc1cc(C)nc2c(-c3ccccc3)cnn12 (configuration not stated) | -29
O=C(Cc1csc2nc(-c3ccc(F)cc3)cn12)NCc1ccccc1Cl | -22&-9
Cc1nsc(C(=O)N(CCO)Cc2ccccc2)n1 | -10
COc1ccc(OC)c(S(=O)(=O)N2CCCC(c3nnc(-c4cccs4)o3)C2)c1 (configuration not stated) | -6
Cc1cc(NC(=O)CSc2nc3c(c(=O)n2-c2ccc(F)cc2)SCC3)no1 | 4
COc1ccc(C(=O)NCC(c2ccsc2)N2CCc3ccccc3C2)cc1 (configuration not stated) | 8
Cc1ccc(C)c(NC(=O)CSc2nnc(CNC(=O)c3ccccc3F)n2-c2cccc(Cl)c2)c1 | -8
CC(C)Sc1ccc(CC(=O)Nc2nc3c(s2)COc2ccccc2-3)cc1 | 7
O=S(=O)(Cc1cccc(F)c1)NCc1nn(C2CCCC2)c2c1CCCC2 | -8
Clc1cccnn1 | 8
CS(=O)(=O)c1ccc2nc(N(Cc3cccnc3)C(=O)c3cccc(Oc4ccccc4)c3)sc2c1 | 2&7
COC(CNC(=O)C(=O)NC(C)c1ccccc1)c1ccco1 (configuration not stated) | 0
Cc1ccccc1C[C@@H]1S/C(=C(/C#N)C(=O)c2c[nH]c3ccccc23)N(c2ccccc2)C1=O | -11
O=C(NCC1CCN(C(=O)c2ccoc2)CC1)c1ccno1 | -10

(further entries)
SMILES | PriA SSB inh
NC(=NOC(=O)c1ccc2c(c1)OCO2)c1cccc(Br)c1 | 7
CN=c1scc(-c2ccc(OC)cc2)n1N=C(C)c1cccnc1 | 44*
CCOc1cc(C(=O)Nc2nnc(-c3cc(C)n(C)n3)o2)cc(OCC)c1OCC | 1
O=C(Cn1cnc2ccccc2c1=O)Nc1cnn([C@H]2CCOC2)c1 | -6
Cc1cc(-c2nnc(NC(=O)c3cccc(C(F)(F)F)c3)o2)n(C)n1 | 8

Grouped by structure: the compounds so far containing a furan ring, fused or not (15)
SMILES | PriA SSB inh
CN1CCC(NCc2ccco2)C1=O (configuration not stated) | 2
CC1(C)COc2ccc(NC(=O)c3ccco3)cc2NC1=O | 9&13
O=C(NCCc1ncc(-c2ccco2)[nH]1)c1ccno1 | 0
Cc1cc(CCNC(=O)c2cc(-c3ccco3)[nH]n2)on1 | -11
CC(C)(C)OC(=O)NN=Cc1ccc(OC(=O)c2ccco2)cc1 | -8
O=C(Cc1cccs1)Nc1nc(C(=O)N2CCN(C(=O)c3ccco3)CC2)co1 | -6
COc1cccc(NC(=O)c2oc3ccccc3c2NC(=O)c2ccc(C(C)(C)C)cc2)c1 | -3
O=C(NN=Cc1ccc(N2CCOCC2)o1)c1ccccc1[N+](=O)[O-] | -4
CS(=O)(=O)NCC(c1ccco1)N1CCc2ccccc2C1 (configuration not stated) | 6
Cc1ccc(-c2csc3nc(SCC(=O)c4cc(C)n(-c5ccccc5)c4C)n(-c4ccccc4)c(=O)c23)o1 | 2
CC1SC(=NN=Cc2ccco2)NC1=O (configuration not stated) | -7
CN(C)c1cccc(C(=O)NCC(C)(O)Cc2ccco2)c1 (configuration not stated) | -1
CC(C)N(C(=O)Cn1c(-c2ccco2)nc2ccccc21)c1ccccc1 | -15
COC(CNC(=O)C(=O)NC(C)c1ccccc1)c1ccco1 (configuration not stated) | 0
O=C(NCC1CCN(C(=O)c2ccoc2)CC1)c1ccno1 | -10

Assay outcomes (PubChem BioAssay)
